CHT allo act: allosterically activates the human high affinity choline transporter; CHT-expressing cells, membrane potential dye, choline EC20; stronger effect = higher value; LV-AA mutant CHT in HEK293 cells; B-score at 10 µM; Q9GZV3; 310,000 compounds, 0.49% hits; AID 488977;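 active means initial fluorescence not abnormally high and integrated response B-score, plate-corrected, over 3 SD above library mean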
Target sequence (Q9GZV3 whole entry, looked up): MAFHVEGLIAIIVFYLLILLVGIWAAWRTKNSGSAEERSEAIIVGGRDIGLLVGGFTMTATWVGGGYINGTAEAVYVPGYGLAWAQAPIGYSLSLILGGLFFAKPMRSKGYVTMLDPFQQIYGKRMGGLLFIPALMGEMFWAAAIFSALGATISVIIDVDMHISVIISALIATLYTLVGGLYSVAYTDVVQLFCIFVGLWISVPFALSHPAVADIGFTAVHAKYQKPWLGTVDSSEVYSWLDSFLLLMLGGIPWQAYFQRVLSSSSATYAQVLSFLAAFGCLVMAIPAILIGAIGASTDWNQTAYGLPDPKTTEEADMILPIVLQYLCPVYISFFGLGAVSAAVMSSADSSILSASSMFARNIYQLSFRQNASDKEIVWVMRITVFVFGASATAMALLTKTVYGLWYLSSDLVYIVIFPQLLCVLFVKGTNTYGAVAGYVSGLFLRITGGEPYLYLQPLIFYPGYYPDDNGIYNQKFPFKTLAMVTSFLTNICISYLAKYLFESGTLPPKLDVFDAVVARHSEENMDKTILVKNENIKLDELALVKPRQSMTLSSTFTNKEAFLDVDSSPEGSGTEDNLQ
CHT block: inhibits the human high affinity choline transporter; B-score at 10 µM; Q9GZV3; CHT-expressing cells, membrane potential dye, choline response; stronger effect = lower value; 310,000 compounds, 0.86% hits;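 active means B-score over 3 SD under the library average, and starting fluorescence ratio not unusually high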;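 further: choline stimulus applied at its EC90 after an EC20 pre-addition; B-score computed on integrated fluorescence ratio after choline addition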
Active calls of the source: *; i = inactive.

Compound,CHT allo act,CHT block
CCOCCCNC(=S)NCCNc1nc2ccc(C)cc2cc1C#N,i,i
CN(C)c1ccc(/C(=N\O)c2ccccc2)cc1,i,i
O=C(CCN1CCC(c2cccs2)=N1)c1cccs1,i,i
COc1ccc(CN2CCSCC2)cc1O,i,i
CCOc1ccc(C(=O)N/N=C/c2ccc(SC)cc2)cc1,i,i
O=c1cc(C(F)(F)F)nc(SCc2cccc3ccccc23)[nH]1,i,i
O=S(=O)(c1ccc(Oc2ncnc3scc(-c4ccccc4)c23)cc1)N1CCOCC1,i,i
Cc1ccc(NC(=O)Cc2nnc(SCC(=O)NC3CCCC3)n2C)c(C)c1,i,i
COc1ccc(CNC(=O)COC(=O)C2CCC(C(C)(C)C)CC2)cc1 (stereo not given),i,i
Cc1cc(NC(=O)Cn2nnc(-c3ccccc3N)n2)no1,i,i
Cc1c([N+](=O)[O-])c(C(=O)NC2CCCCC2)nn1C,i,i
Cc1ccc2c(c1)cc1c(=O)n(CC(=O)NCCN3CCCC3)nc(C)n12,i,i
COC(=O)c1cn(C)c2ccc(S(=O)(=O)N3CCOCC3)cc2c1=O,i,i
Cc1cccc(CSc2ccc(-c3cccs3)nn2)c1,i,i
CCn1c(SCC(=O)Nc2ccc(C(C)=O)cc2)nc2c([nH]c3ccccc32)c1=O,i,i
CC1=C(C(=O)OC(C)C)C(C)NC(=O)N1 (stereo not given),i,i
CCCC(=O)C1=C(N(C)c2ccccc2)CC(C)(C)C(C(=O)OC)C1=O (stereo not given),i,i
Cc1ccc(S(=O)(=O)N2CCOCC2)cc1NC(=O)COC(=O)CNC(=O)c1ccc(C(C)(C)C)cc1,i,i
O=C(CNS(=O)(=O)c1ccccc1)NCc1ccco1,i,i
CCOc1ccc(/C=C2\SC(=S)N(CC(=O)NCCCN3CCOCC3)C2=O)cc1,i,i
Cc1ccnc(SCc2ccc([N+](=O)[O-])cc2)n1,i,i
C/C(CC(=O)Nc1cccnc1)=N\NC(=O)C(=O)Nc1cccc(C)c1,i,i
CCOc1ccc(NC(=O)C(C)NS(=O)(=O)c2ccc(NC(C)=O)cc2)cc1 (stereo not given),i,i
COc1cccc(C(=O)/C=C2\Sc3ccccc3N2C)c1,i,i
O=C(NP(=O)(N1CCOCC1)N1CCOCC1)C1=C(N2CCOCC2)/C(=C\c2ccccc2)CC1,i,i
CCOC(=O)CSc1nc2ccsc2c(=O)[nH]1,i,i
COc1ccc2nc3oc(C(=O)N4CCCCC4)cc3cc2c1,i,i
Cc1onc(-c2c(Cl)cccc2Cl)c1CO/N=C(\C#N)c1c(Cl)cccc1Cl,i,i
COC(=O)/C=c1/sc2n(c1=O)CCN=2,i,i
COc1ccc(CN(CC(=O)NC2CCCC2)C(=O)CCC(=O)Nc2nccs2)cc1,i,i
CC(=O)c1ccc(NC(=O)c2ccc(C)c(S(=O)(=O)N3CCOCC3)c2)cc1,i,i
COc1cccc(CNC(=O)CCNS(=O)(=O)c2ccc(Br)s2)c1,i,i
C[C@H]1CN=C(Nc2ccccc2)N1CCc1ccccc1,i,i
CN(Cc1nc(-c2ccccc2)no1)C(=O)c1ccc2c(c1)OCO2,i,i
COC(=O)N/N=C/C1=CCC2CC1C2(C)C (stereo not given),i,i
Cc1cccc(N=N/C(=C\O)C(=O)c2cccs2)c1,i,i
Cc1ccc(C(=O)Nc2ccncc2)cc1S(=O)(=O)N1CCOCC1,i,i
CCOC(=O)c1cn2nc(-c3ccc(OC)cc3)cc2nc1C1CCN(C(=O)OC(C)(C)C)CC1,i,i
C=C(C)Cc1c(C)c(C#N)c2nc3ccccc3n2c1N1CCCCC1,i,i
CC(=O)c1cc(CN2CCN(CC=C(C)C)C(CCO)C2)cs1 (stereo not given),i,i
CCCC(C(=O)Nc1ccc(S(=O)(=O)N2CCCC2)cc1)c1ccccc1 (stereo not given),i,i
C=CCNC(=O)c1ccccc1NC(=O)C1COc2ccccc2O1 (stereo not given),i,i
CS(=O)(=O)c1cccc(C(=O)Nc2ccc(-c3nc4ccccc4[nH]3)cc2)c1,i,i
CC(=O)c1c(C)n(-c2ccc(Br)cc2)c2ccc(O)cc12,i,i
COc1cccc(C(=O)N2CCN(c3ncccn3)CC2)c1,i,i
Cc1cccc(S(=O)(=O)Nc2nc3ccccc3nc2Nc2cccc(C(=O)O)c2)c1,i,i
CC(C)S(=O)(=O)C/C(N)=N/OS(=O)(=O)c1ccc(Cl)cc1,i,i
CC(C)(C)NC(=S)N1CCC(C(=O)c2ccc(F)cc2)CC1,i,i
Cc1ccc(-c2cccc(CN3CCN(C(C)C)C(CCO)C3)c2)o1 (stereo not given),i,-5.26*
O=C(Oc1ccc(Br)cc1C(=S)N1CCOCC1)c1ccccc1,i,i
Cc1cc(C(=O)N/N=C/C=C/c2ccccc2[N+](=O)[O-])c(C)o1,i,i
CCN1C(=S)SC(=O)C1=C1C=C(C)N(Cc2ccco2)C(C)=C1,i,i
O=C(O)C1=C[C@H](c2ccc3c(c2)OCO3)C[C@H](OCCCCO)O1,i,i
CCOc1cc(/C=N/NC(=O)Cc2ccc(C(F)(F)F)cc2[N+](=O)[O-])ccc1O,i,i
O=C(CSc1ccc(-c2ccccn2)nn1)Nc1cccc(F)c1,i,i
Cc1onc(-c2ccccc2)c1C(=O)OCC(=O)NCc1ccc(F)cc1,i,i
CCn1c(CC(=O)Nc2ccccc2F)nnc1SCC(=O)Nc1nncs1,i,i
O=C(NCCc1ccccc1)c1ccnc(/C=N/O)c1,i,i
CCCCCN(C(=O)COC(=O)CSc1ccc([N+](=O)[O-])cc1)c1c(N)n(CCCC)c(=O)[nH]c1=O,i,i
COc1ccc(N2C(=O)CC(Cc3ccccc3OC)C2=O)cc1 (stereo not given),i,i

Further structures follow.
Compound,CHT allo act,CHT block
CCCNc1nc2c(c(=O)n(C)c(=O)n2C)n1CCC(C)C,i,-6.87*
COC(=O)C1=C[C@@H](C(=O)OC)[C@@H]2C3=C(C(=O)[C@]2(C)NC(=O)c2ccccc2)[C@H](C)n2c(=O)n(-c4ccccc4)c(=O)n2[C@@H]3C1,i,i
O=C(CCc1n[nH]c(=O)[nH]c1=O)N1CCCCC1,i,i
Cc1onc(-c2c(F)cccc2Cl)c1C(=O)Nc1ccccc1N1CCOCC1,i,i
Cc1ccc(NC(=O)CSc2nc3c(cc2C#N)C(=O)CCC3)cc1S(=O)(=O)N(C)C,i,i
O=S(=O)(Cc1ccccc1)N1CCN(Cc2ccccc2)CC1,i,i
O=C(O)c1ccc(Cn2cnc3cccnc32)cc1,i,i
COc1ccc(NC2CCCN(C(=O)CCN3CCCC3=O)C2)cc1OC (stereo not given),i,i
COc1cccc(C(=O)Nc2cccc3ccccc23)c1OC,i,i
O=C(Cc1ccccc1)NNC(=O)Nc1ccc(Cl)c(Cl)c1,i,i
O=C(NCC(c1cccnc1)N1CCN(c2ccccc2F)CC1)c1ccco1 (stereo not given),i,i
Cc1cc(C)cc(NC(=O)NCc2c(-c3ccccc3)noc2C)c1,i,i
C=CCN1C(=O)/C(=C\C(C)=C\c2ccccc2)SC1=S,i,i
Cc1cccc(C)c1OCC(=O)N(Cc1ccc(Cl)cc1)C1CCS(=O)(=O)C1 (stereo not given),i,i
COc1ccc(NC(=O)CC2CC3CCC2C3)cn1 (stereo not given),i,i
O=C1c2ccc(-c3ccc4c(c3)C(=O)N(CCCO)C4=O)cc2C(=O)N1CCCO,i,i
COc1ccc(C(CNC(=O)C(Cc2ccccc2)NC(N)=O)N(C)C)cc1 (stereo not given),i,i
CC(C)(C)NC(=S)Nc1ccc(Br)cc1,i,i
CCc1cccc(CC)c1NC(=S)NCc1ccc2[nH]c(C)cc2c1,i,i
COc1cc(C)nc(N2CCCC(C(=O)Nc3cc(Cl)ccc3OC)C2)n1 (stereo not given),i,i
CCc1ccc(-c2nnn(CCC#N)n2)cc1,i,i
COC(=O)C(Cc1cnc(Cl)s1)(C(=O)OC)c1ccc([N+](=O)[O-])cc1[N+](=O)[O-],i,i
CCOC(=O)CSc1nc2cc(C(=O)N3CCC(C(N)=O)CC3)ccc2c(=O)n1C1CCCCC1,i,i
Cc1cc(C(=O)CCC(=O)N(C)CC(=O)Nc2c(Cl)cccc2Cl)c(C)s1,i,i
Cc1cc(O)c(Sc2ccc(Cl)cc2)c(=O)[nH]1,i,i
COc1ccc(/C=C2/NC(=O)N(Cc3ccccc3F)C2=O)cc1OC,i,i
Cc1ccc(C(=O)OCCN2CCN(c3ncc(C(F)(F)F)cc3Cl)CC2)cc1,i,i
CCCOc1ccc(NC(=O)C2CCCNC2=O)cc1 (stereo not given),i,i
O=C(COc1ccccc1Cl)NNC(=O)c1cc(S(=O)(=O)N2CCOCC2)ccc1N1CCCC1,i,i
Cn1c(=O)c2c(ncn2CC(=O)Nc2ccccc2Sc2ccccc2)n(C)c1=O,i,i
COc1ccc(C(=O)N2CCN(c3cccc(Cl)c3)CC2)c(OC)c1,i,i
NC(=O)c1cc2ccncc2c2ccccc12,i,i
Cc1cc(CN2CCC(N3CCC(C(=O)NC4CC4)CC3)CC2)cc(C)c1O,i,i
NC(=S)N/N=C/c1cccc(/C=N/NC(N)=S)c1,i,i
NS(=O)(=O)c1ccc(NC(=O)c2cc(Cl)sc2Cl)cc1,i,i
CN(C)S(=O)(=O)c1cccc(-n2sc3ccccc3c2=O)c1,i,i
COC(=O)C(C)Oc1ccc2c3c(c(=O)oc2c1)CCCCC3 (stereo not given),i,-5.16*
COc1ccc(N(C(=O)C2CCCCC2)C2C=CS(=O)(=O)C2)c(OC)c1 (stereo not given),i,i
Cc1cccc(OCC(=O)Nc2nnn(C)n2)c1C,i,i
CCOC(=O)c1cn(Cc2cccc(C)c2)nn1,i,i
O=[N+]([O-])/C(C(Cl)=C(Cl)Cl)=C(/NC1CC1)Sc1ccccc1,i,i
Cc1cc(O)c(/C=N/Nc2ccc(F)cc2)c(=O)o1,i,i
O=C(NNC(=O)c1ccc([N+](=O)[O-])o1)c1ccccc1,i,i
CC(Sc1nc2ccccc2n1C)C(=O)NC(c1ccccc1)c1ccccc1 (stereo not given),i,i
O=C(CSc1nnc(NC(=O)C2CC2)s1)Nc1ccccc1,i,i

An excerpt of these results, with two lines to a compound:
Results follow in this order: CHT allo act, CHT block
> CCCC(=O)C1=C(N(C)c2ccccc2)CC(C)(C)C(C(=O)OC)C1=O (stereo not given)
  i, i
> Cc1ccc(S(=O)(=O)N2CCOCC2)cc1NC(=O)COC(=O)CNC(=O)c1ccc(C(C)(C)C)cc1
  i, i

Further entries.
Compound,CHT allo act,CHT block
O=C(CN(Cc1ccccc1F)S(=O)(=O)c1ccc(Cl)cc1)NCCCO,i,i
COc1ccc(/C=C2\S/C(=N/S(=O)(=O)c3cccs3)NC2=O)cc1,i,i
O=c1c(-c2ccc(Oc3ccccc3)cc2)[n+]([O-])c2ccccc2n1OCc1ccccn1,i,i
CCOC(=O)c1[nH]c2ccccc2c1NC(=O)c1ccc(Br)o1,i,i
Cc1nccn1CCN(C)Cc1cn(Cc2ccccc2)nc1-c1ccc2c(c1)OCO2,i,i
COc1ccc(C)cc1-n1nnnc1SC/C(O)=C(\C#N)c1nc2ccccc2[nH]1,i,i
O=C(C1CC1)N1N=C(c2ccccc2)CC1(O)C(F)(F)C(F)(F)F (stereo not given),i,i
O=C(NCCSc1ccccc1)c1ccccc1F,i,i
COc1ccc(OC)c(N2C(N)=NC(N)=NC23CCCC3)c1,i,i
O=C(C[n+]1cccc(NC(=O)c2ccccc2)c1)c1ccc(NC(=O)c2ccccc2)cc1,i,i
NNS(=O)(=O)c1ccc(Sc2ccccn2)c([N+](=O)[O-])c1,i,i
Cc1cc(NC(=NC2CC2)c2ccccc2)n(-c2ccccc2)n1,i,i
Nc1nc2ccc(C(=O)Nc3ccccc3)cc2s1,i,i
O=C(/C=C/c1ccccc1)NC(=S)Nc1ncccn1,i,i
Cc1ccc(NC(=O)CSc2nnc(-c3ccncc3)n2C)cc1C,i,i

The list goes on; the last 5 above are carried over.
Compound,CHT allo act,CHT block
NNS(=O)(=O)c1ccc(Sc2ccccn2)c([N+](=O)[O-])c1,i,i
Cc1cc(NC(=NC2CC2)c2ccccc2)n(-c2ccccc2)n1,i,i
Nc1nc2ccc(C(=O)Nc3ccccc3)cc2s1,i,i
O=C(/C=C/c1ccccc1)NC(=S)Nc1ncccn1,i,i
Cc1ccc(NC(=O)CSc2nnc(-c3ccncc3)n2C)cc1C,i,i
O=[N+]([O-])c1ccccc1S(=O)(=O)n1nnc2ccccc21,i,i
COc1ccc(N2CCN(C3CCCN(C(=O)CN4CCOC4=O)C3)CC2)cc1 (stereo not given),i,i
O=C(c1ccc(N2CCN(C(=O)c3ccccc3)CC2)cc1)c1cccc(F)c1,i,i
CN1CCN(C(c2ccc(C(F)(F)F)cc2)c2cc(Cl)c3cccnc3c2O)CC1 (stereo not given),i,i
COc1cc(C(=O)OCCN2CCOCC2)cc(OC)c1OC,i,i
Oc1c(C(c2cccs2)N2CCN(c3cccc(Cl)c3)CC2)sc2ncnn12 (stereo not given),i,i
Cc1ccccc1NC(=S)NNC(=O)c1csc2c1CCC(C)C2 (stereo not given),i,i
COC(=O)N/N=C/c1cc(Cl)c(OCc2ccc(F)cc2)c(OC)c1,i,i

Screening data from PubChem.
